Source: PubChem BioAssay
Pol III holo inh: qHTS Assay for Inhibitors of DNA Polymerase III Holoenzyme System; Potency, µM (series often up to 57.1 µM), inactives show at the top dose activity change, negative = inhibition; AID 603, 2007; 71,000 compounds, 0.25% hits; reconstituted DNA polymerase III holoenzyme replication, biochemical; further: potency means the concentration at half of the fitted maximal effect; on the % scale 0 is the no-effect control and ±100 the full control effect
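Reconstituted *E. coli* holoenzyme (0.35 nM Pol III, 1 nM beta, 154 nM SSB, 2 nM primase) was preincubated with compound for 15 min at RT. Synthesis on 1.4 nM ssM13Gori ran 35 min, then was stopped with PicoGreen/EDTA and read as dsDNA fluorescence.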
Rhodamine fluor: qHTS Assay for Spectroscopic Profiling in Rhodamine Spectral Region; Rhodamine-region fluorescence, 547/598 nm, Tris buffer; stronger effect = higher value; 59,000 compounds, 0.05% hits; max dye-equivalent concentration, M; AID 594, 2007; in the data active means max dye-equivalent concentration above about 11 nM; inconclusive means between about 1.1 nM and that limit
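Compounds in 100 mM Tris buffer, pH 8.0, were incubated 15 min at room temperature, then read at 547 nm excitation and 598 nm emission. Fluorescence was normalized against a per-plate six-point rhodamine standard curve as dye-equivalent concentration.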
USP2a inhib: qHTS Assay for Inhibitors of Ubiquitin-specific Protease USP2a; USP2a enzymatic assay, qHTS inhibition; Ubiquitin carboxyl-terminal hydrolase 2 (Homo sapiens), O75604; 60,000 compounds, 0.1% hits; Potency, µM (doses to about 38.3 µM), without a hit: at the highest dose activity change, negative = inhibition, actives largely listed as inhibitors;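 further: potency means the concentration at half of the fitted maximal effect; nearly all actives have a fitted effect of over 60% in size; plate controls were DMSO for no effect and NEM full inhibition control for full effect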
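20 nM USP2 core + cpd, 30 min RT; add 20 nM Ub-PLA2/20 uM NBD C6-HPC; read Ex460/Em535 at 0 h and 2.5 h. Normalized to NEM; qHTS curve fit/classification.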
BRCT PPI red: qHTS Assay for Inhibitors of BRCT-Phosphoprotein Interaction (Red Fluorophore). Breast cancer type 1 susceptibility protein (Homo sapiens), P38398. BRCT-phosphopeptide binding, red fluorescence polarization. Potency, µM (titrated, usually from 76.9 µM), inactives show at the top dose activity change, negative = inhibition, most hits filed as inhibitors. 75,000 compounds, 0.03% hits; further: on the % scale 0 is the no-effect control and ±100 the full control effect
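Rhodamine-labelled pBACH1 10-mer (100 nM) bound to BRCT domain (100 nM) at pH 7.3; compounds incubated 12 min room temperature, polarization read. Free peptide defines full inhibition; unlabelled decapeptide titrated as control.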
HADH2 inhib: qHTS Assay for Inhibitors of HADH2 (Hydroxyacyl-Coenzyme A Dehydrogenase, Type II); Potency, µM (top dose mostly 57.1 µM), without a hit: at the highest dose activity change, negative = inhibition, most hits filed as inhibitors; 73,000 compounds, 3.4% hits; AID 886, 2007; recombinant HADH2, NADH fluorescence, beta-hydroxybutyryl-CoA; 3-hydroxyacyl-CoA dehydrogenase type-2 (Homo sapiens), Q99714; further: potency means the concentration at half of the fitted maximal effect; on the % scale 0 is the no-effect control and ±100 the full control effect; nearly all actives have a fitted effect of over 60% in size; many of its hits are not listed in these tables
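Read-out: 360 nm excitation, 450 nm emission, kinetic over 4 min. Conditions: His-tagged human HADH2 20 nM, pH 9.0 Tris with Tween-20, 1 mM NAD+, 90 uM beta-hydroxybutyryl-CoA.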
Caspase-1 inhib: qHTS Assay for Allosteric/Competitive Inhibitors of Caspase-1. Caspase-1 enzyme, Ac-WEHD-AFC fluorogenic rate. Potency, µM (top dose mostly 57.5 µM), for the others: top-dose activity change, negative = inhibition, most hits filed as inhibitors. 75,000 compounds, 0.03% hits;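 further: potency means the concentration at half of the fitted maximal effect; plate controls were vehicle for no effect and no substrate for full effect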
Target sequence (P29466 120-297 limits assumed): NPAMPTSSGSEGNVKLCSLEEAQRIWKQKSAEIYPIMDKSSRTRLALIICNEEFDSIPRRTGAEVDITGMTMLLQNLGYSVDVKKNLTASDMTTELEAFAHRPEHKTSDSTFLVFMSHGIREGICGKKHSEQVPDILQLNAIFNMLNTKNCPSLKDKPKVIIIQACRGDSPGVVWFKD
Target sequence (P29466 317-404 limits assumed): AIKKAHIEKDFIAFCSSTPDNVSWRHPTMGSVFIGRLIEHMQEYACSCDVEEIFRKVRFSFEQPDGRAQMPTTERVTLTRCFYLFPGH
HEK293 cAMP cs: qHTS Assay for Agonists of the Thyroid Stimulating Hormone Receptor: Activators of Intracellular cAMP Concentrations in Parental HEK 293; parental HEK293 CNG cAMP sensor, membrane potential fluorescence; Potency, µM (series often up to 57.1 µM), without a hit: top-dose activation, usual class: activators; 73,000 compounds, 2.5% hits; AID 938, 2007; further: potency means the concentration at half of the fitted maximal effect; % of control where 0% means no effect; nearly all actives have a fitted effect of over 55% in size
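Parental HEK 293 cells stably expressing a cAMP-gated CNG channel were loaded with membrane potential dye containing 100 uM RO 20-1724 for 60 min. Compound added for 30 min; depolarization read as fluorescence intensity at 590 nm.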
Tau filament bind: qHTS Assay for Tau Filament Binding; Microtubule-associated protein tau (Homo sapiens), P10636; recombinant tau filaments, thioflavin S fluorescence, 15 h; filaments grown with octadecylsulfate alongside compound; Potency, µM (highest dose often 57.1 µM), for inactives: at the highest dose activity change, negative = inhibition; 71,000 compounds, 2% hits; AID 596, 2007;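 further: potency means the concentration at half of the fitted maximal effect; on the % scale 0 is the no-effect control and ±100 the full control effect; actives lower thioflavin S fluorescence by blocking filaments or displacing dye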
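Read-out: ThS fluorescence, 450 nm excitation/510 nm emission; lower signal marks blocked filament formation or displaced dye. Tau at 1 uM with 30 uM ODS, 10 uM ThS, 5 mM DTT, 100 mM NaCl, 10 mM HEPES pH 7.4; 15 h, 37 C.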
15-hLO inh: qHTS Assay for Inhibitors of 15-hLO (15-human lipoxygenase) | Polyunsaturated fatty acid lipoxygenase ALOX15 (Homo sapiens), P16050 | purified 15hLO-1, xylenol orange hydroperoxide absorbance | Potency, µM (top dose mostly 57.1 µM), without a hit: top-dose activity change, negative = inhibition, hits mostly inhibitors | 74,000 compounds, 1.4% hits | AID 887, 2007; further: potency means the concentration at half of the fitted maximal effect; on the % scale 0 is the no-effect control and ±100 the full control effect; nearly all actives have a fitted effect of over 55% in size
Target sequence (P16050 whole entry, looked up): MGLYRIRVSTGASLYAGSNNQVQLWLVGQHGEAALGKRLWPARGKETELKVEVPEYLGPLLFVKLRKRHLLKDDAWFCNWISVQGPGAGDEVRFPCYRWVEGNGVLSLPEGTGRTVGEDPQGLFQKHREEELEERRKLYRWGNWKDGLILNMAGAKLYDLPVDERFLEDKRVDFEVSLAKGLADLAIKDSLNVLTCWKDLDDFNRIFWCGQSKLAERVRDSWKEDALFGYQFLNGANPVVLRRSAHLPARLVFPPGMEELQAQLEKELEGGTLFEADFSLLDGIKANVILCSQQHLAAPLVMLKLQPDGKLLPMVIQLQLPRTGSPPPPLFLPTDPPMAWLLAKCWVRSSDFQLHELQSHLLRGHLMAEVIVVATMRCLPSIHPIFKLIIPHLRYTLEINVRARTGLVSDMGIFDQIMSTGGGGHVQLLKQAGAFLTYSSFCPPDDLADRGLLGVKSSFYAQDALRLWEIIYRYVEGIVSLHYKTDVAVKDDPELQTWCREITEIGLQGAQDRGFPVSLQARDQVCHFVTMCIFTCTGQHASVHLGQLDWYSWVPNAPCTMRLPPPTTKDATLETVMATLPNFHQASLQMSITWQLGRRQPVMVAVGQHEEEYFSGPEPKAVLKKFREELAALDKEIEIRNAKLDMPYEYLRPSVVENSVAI
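Purified human 15hLO-1 (40 nM) in 25 mM Hepes pH 7.5, 0.01% Triton X-100, preincubated 15 min RT with compound, then 50 uM arachidonic acid for 6 min. Hydroperoxide read by ferrous/xylenol orange, 30 min; 573/405 nm absorbance ratio gave progress.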
Caspase-7 inhib: qHTS Assay for Allosteric/Competitive Inhibitors of Caspase-7. 75,000 compounds, 0.02% hits. P55210. recombinant caspase-7, Ac-DEVD-AFC fluorescence rate. AID 889, 2007. Potency, µM (series often up to 57.5 µM), for the others: top-dose activity change, negative = inhibition, hits mostly inhibitors; active means well fitted inhibition curve with a large enough effect in the main read-out, with a control signal flat, not every such curve was filed as active; inconclusive means small, poorly fitted or top-dose-only effect, or a change in a side signal; further: potency means the concentration at half of the fitted maximal effect; % of control where 0% means no effect
BRCT PPI green: qHTS Assay for Inhibitors of BRCT-Phosphoprotein Interaction (Green Fluorophore). Potency, µM (series often up to 76.9 µM), for the others: at the top dose activity change, negative = inhibition, hits mostly inhibitors. 75,000 compounds, 0.05% hits. BRCA1 BRCT-phosphopeptide binding, green fluorescence polarization;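 further: potency means the concentration at half of the fitted maximal effect; plate controls were peptide without protein for full effect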
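Fluorescence polarization: His-tagged BRCT (~35 kDa BRCA1 C-terminus, 250 nM) bound to 100 nM fluorescein-labeled phosphorylated 10-aa BACH1 peptide, pH 7.3 phosphate buffer with DTT and Tween 20. Compounds incubated 12 min at room temperature; inhibition read as lowered polarization.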
Numbers without * were called inactive; i = inactive; ? = inconclusive; / = not tested or not shown; [ ] = another dose, or the depositor's remark. Unless noted, the call rests on the fitted dose curve; in most records, active means well fitted curve in the direction sought with a large enough effect; inconclusive means small, poorly fitted or top-dose-only effect, or another doubt; inactive means no such curve, though single readings can be large; an effect the other way counts as inactive or inconclusive. This is a subset, so the mix of outcomes need not match the whole.

SMILES | Pol III holo inh | Rhodamine fluor | USP2a inhib | BRCT PPI red | HADH2 inhib | Caspase-1 inhib | HEK293 cAMP cs | Tau filament bind | 15-hLO inh | Caspase-7 inhib | BRCT PPI green
O[C@@H]([C@H](O)[C@@H](O)CBr)[C@@H](O)CBr | 1% | / | / | -0.6% | 1% | 1% | -3% | 10% | -7% | 1% | -1.4%
COc1ccc(CCn2c(-c3ccco3)nc3ccccc3c2=O)cc1OC | -8%[11.4 µM] | / | 39%[activator][7.66 µM] | 0.2% | ? | 1% | ? | 4%[11.4 µM] | 4µM* | 0% | 13%
CCOC(=O)CSc1nnc(-c2ccc(OC)cc2OC)o1 | -4% | i | -2% | 1.2% | 14% | 0% | 19% | -9% | 10% | -2% | -1.9%
COc1ccc(-n2nc3c(c2NC(=O)c2cc4ccccc4oc2=O)CS(=O)(=O)C3)cc1 | 12% | i | -1% | 2.0% | ? | -2% | 0% | -6% | -13% | -2% | -1.1%
CCCCCCN(C(=O)CCCCCN1C(=O)NC(c2ccc(-c3ccccc3)cc2)C(C(=O)OCc2ccccc2)=C1C)C(C(=O)NCCCC)c1ccc(-c2ccccc2)cc1 (stereo not drawn) | 2% | / | / | -0.8% | 4% | -3% | 2% | 10% | -11% | 0% | -2.3%
CCOC(=O)C1=C(CC)OC(N)=C(C#N)C1c1cc(OC)ccc1OC (stereo not drawn) | / | / | / | -0.1% | -2% | -4% | 22% | / | -3% | 2% | 1.9%
CC1CCN(c2oc(-c3ccccc3F)nc2C#N)CC1 | -6% | / | / | -2.5% | / | -3% | ? | 27% | ? | -3% | -4.7%
CCOC(=O)c1cnn(CC2CCCCC2)c1N | -2% | / | -6% | 0.7% | 5% | -1% | 15% | -15% | -10% | -2% | -0.1%
O=C(NCCCCN1CCCC1)c1ccc(Cc2nc3ccccc3[nH]2)cc1 | / | / | / | -3.5% | 6% | -1% | 11% | / | 4% | 0% | -2.3%
CCOc1ccc2[nH]c(=O)c(C(c3nnnn3Cc3ccco3)N3CCC(C)CC3)cc2c1 (stereo not drawn) | -11% | i | 244%[activator] | -0.5% | -22% | -16% | 32µM* | -4% | ? | -24% | 5.5%
CN(C)C(=O)Cn1c(=O)n(C)c2ccccc21 | 6% | i | -4% | 1.0% | 5% | -2% | 1% | -3% | 12% | -3% | -0.6%
O=c1c(-c2cc(F)cc(F)c2)nc2cncnc2n1-c1ccccc1 | 2% | i | 55%[activator] | 0.6% | -5% | -10% | 8% | -5% | -6% | -10% | -1.2%
COc1ccc(N2CCN(c3oc(COc4ccc(Cl)cc4Cl)nc3C#N)CC2)cc1 | -2% | i | 15% | -2.5% | 5% | -3% | ? | -7% | -14% | -1% | -1.5%
O=C(Nc1cc(Cl)ccc1O)c1cc2n(n1)C(C(F)(F)F)CC(c1ccc3c(c1)OCO3)N2 (stereo not drawn) | 4% | i | 18% | 0.4% | 9% | -7% | -14% | 154% | ? | -5% | 0.2%
O=C(O)c1ccccc1NS(=O)(=O)c1ccc2c3c(cccc13)C(=O)N2 | -8% | i | 7% | 0.9% | -7% | -2% | 19% | -1% | -8% | -4% | -3.6%
O=C(NC(C(=O)c1ccccc1)N1CCOCC1)c1ccccc1 (stereo not drawn) | / | / | / | 0.2% | 14% | -1% | ? | / | -23% | -1% | -0.9%
COc1ccccc1N1CCN(CC(=O)Nc2cc(C)nn2-c2nc(C)cc(C)n2)CC1 | -2% | i | 9% | -0.5% | 19% | 3% | 9% | -2% | 17% | 0% | -2.9%
CCCCn1c(NCCN(C)C)nc2c1c(=O)[nH]c(=O)n2C | -6% | i | 6% | 1.4% | 10% | 0% | 11% | -10% | 3% | 2% | 0.6%
COCCNC(=O)NC(=O)COC(=O)Cc1ccc2c(c1)OCCO2 | -2% | i | -1% | -0.6% | 12% | 0% | 0% | 21% | -6% | -1% | 1.2%
CO[C@H]1COC(=O)C/C=C\[C@@H](C)[C@H](OC)COC(=O)CCC[C@@H]1C | / | / | / | 1.5%[15.4 µM] | -5%[11.4 µM] | 0%[11.5 µM] | -1%[11.4 µM] | / | 3%[11.4 µM] | 1%[11.5 µM] | -2.1%[15.4 µM]
CCOC(=O)c1[nH]c(C)c(/C(O)=C2\C(=O)C(=O)N(CCCN3CCOCC3)C2c2cccnc2)c1C (stereo not drawn) | -10% | i | 2% | 0.1% | -19% | -2% | 4% | 11% | -8% | -2% | -2.7%
Cn1c(C(F)(F)F)nc2c(=O)oc3ccccc3c21 | -6% | i | 7% | 0.3% | -4% | 0% | 8% | -6% | -2% | 0% | -1.1%
CCS(=O)(=O)N1CCC(C(=O)NC2CCCCCCC2)CC1 | 2% | i | 2% | 0.8% | 7% | 3% | -1% | 11% | 5% | 0% | -2.3%
Cc1c(NC(=O)C2CCCN(S(=O)(=O)c3cnc[nH]3)C2)c(=O)n(-c2ccccc2)n1C (stereo not drawn) | -5% | / | / | 1.4% | 6% | 1% | 7% | 10% | 7% | -1% | -0.4%
CCCC(=O)NC(Nc1ccc(S(=O)(=O)Nc2ncccn2)cc1)(C(=O)OCC)C(F)(F)F (stereo not drawn) | -13% | i | -3% | -0.9% | 0% | 1% | 3% | 0% | 1% | 0% | -2.5%
CC(C)OC(=O)CSc1nnc(-c2cccnc2)n1N | 9% | i | 4% | 0.6% | -4% | -3% | -6% | 2% | 12% | 0% | 0.7%
CCCCCC1CC(=O)N(Cc2ccccc2)C(=O)N1 (stereo not drawn) | 1% | i | 4% | -1.6% | 9% | 0% | 17% | 58% | 10% | 3% | -0.6%
CC(C)(O)P(C)(=O)c1ccccc1 (stereo not drawn) | 0% | / | -3% | -1.3% | 4% | -2% | 6% | 7% | 3% | -1% | -1.8%
Cc1ccc(NC(=O)C2CCN(C(=O)NC3CCCCC3)CC2)cc1Cl | 1% | i | 36%[activator] | -0.5% | 0% | -1% | 24% | 30% | 1% | 0% | 0.0%
Nc1nonc1-n1nnc(C(=O)c2ccccc2)c1-c1ccccc1 | 3% | i | 5% | -3.8% | 1% | -1% | 13% | -21% | ? | -1% | 1.4%
Cc1noc(C)c1CSc1nc2ccccc2nc1NS(=O)(=O)c1ccc(Cl)cc1 | 4% | i | 15% | -2.4% | -3% | -5% | 1% | 6% | -15% | -7% | -1.6%
N#Cc1cccc(-c2ccc3ncnc(NCc4cccnc4)c3c2)c1 | -2% | i | 4% | -2.9% | ? | -2% | -8% | 87% | -8% | 5% | -0.6%
COc1cccc(C2CC(c3cccc(OC)c3)n3nc(N)nc3N2)c1 (stereo not drawn) | -12% | / | / | -2.1% | -3% | 2% | 2% | 0% | 1% | 0% | -3.1%
Cc1ccc(-c2nnc(CSc3nnc(COc4ccccc4)n3-c3ccccc3)o2)cc1 | -5% | i | ? | -0.4% | -8% | -1% | 25µM* | 32% | -15% | -5% | -0.2%
COc1cccc(OC)c1C(=O)Nc1ccc(S(=O)(=O)Nc2cc(C)nc(C)n2)cc1 | 0% | i | 1% | -0.2% | -7% | -1% | -8% | 4% | 5% | -1% | -6.8%
COc1ccccc1-c1cc(C(=O)Nc2cc(C)on2)no1 | 6% | i | -13% | -1.4% | 71%[activator] | -3% | 12% | 212% | -10% | 0% | -0.3%
Cc1c(N2C(=O)c3ccccc3C2=O)c(=O)n(-c2ccccc2)n1C | -1% | i | -5% | -1.2% | -18% | -1% | ? | 11% | -9% | 0% | -3.0%
Cc1ccc(C)c(NC(=O)c2ccc3c(c2)N(Cc2ccc(F)cc2)C(=O)CS3=O)c1 (stereo not drawn) | 4% | / | / | 1.2% | 2% | -3% | 32µM* | 8% | -2% | -2% | -0.3%
